p97 ATPase inh: inhibitors of human p97 ATPase, primary screen, biochemical | recombinant p97 ATPase, Kinase-Glo ATP luminescence, 3 h | inhibition, % at 8 µM | actives 0.42% (n = 220,000) | AID 1481, 2009; in the data active = inhibition above about 15%;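 also: 0% = DMSO vehicle and 100% = wells lacking enzyme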
Target sequence (P55072 whole entry, looked up): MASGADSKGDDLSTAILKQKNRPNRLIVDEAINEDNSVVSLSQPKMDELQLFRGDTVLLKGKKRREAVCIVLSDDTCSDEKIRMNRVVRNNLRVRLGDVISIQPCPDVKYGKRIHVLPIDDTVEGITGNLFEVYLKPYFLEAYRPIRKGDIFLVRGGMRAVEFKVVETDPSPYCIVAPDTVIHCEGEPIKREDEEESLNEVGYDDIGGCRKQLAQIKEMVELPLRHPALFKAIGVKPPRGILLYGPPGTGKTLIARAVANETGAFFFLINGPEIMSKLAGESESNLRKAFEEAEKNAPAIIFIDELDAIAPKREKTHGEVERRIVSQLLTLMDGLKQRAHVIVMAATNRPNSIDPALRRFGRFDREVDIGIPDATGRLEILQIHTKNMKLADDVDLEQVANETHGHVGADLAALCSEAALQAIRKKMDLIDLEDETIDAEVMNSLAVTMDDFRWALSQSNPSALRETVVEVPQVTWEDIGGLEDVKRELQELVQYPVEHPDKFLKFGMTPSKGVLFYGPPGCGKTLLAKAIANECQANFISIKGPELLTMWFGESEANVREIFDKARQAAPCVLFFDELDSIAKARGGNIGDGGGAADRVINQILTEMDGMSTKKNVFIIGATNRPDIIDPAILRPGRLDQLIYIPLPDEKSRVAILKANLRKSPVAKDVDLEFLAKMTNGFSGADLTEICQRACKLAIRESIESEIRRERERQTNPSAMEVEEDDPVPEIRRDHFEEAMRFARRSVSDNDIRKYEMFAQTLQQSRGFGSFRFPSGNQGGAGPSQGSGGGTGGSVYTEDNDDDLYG
Rad51 HR inh: human RAD51 strand exchange inhibitors, primary screen, biochemical, fluorescence; hRad51 DNA strand exchange, fluorescence dequenching; actives 0.085% (n = 200,000); DNA repair protein RAD51 homolog 1 (Homo sapiens), Q06609; inhibition, % at 10 µM;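 active = inhibition above 40% at the single screening dose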;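 also: 0% = DMSO control wells and 100% = blanks with heterologous ssDNA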
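Material: hRad51 filaments on single-stranded DNA; Reagent: Donor/quencher-labelled 47-bp dsDNA substrate; Compound: 10 µM final, single point; Schedule: 37 °C 15-min filament assembly, 30-min compound preincubation, 15-min exchange; Technique: FRET fluorescence, excitation 485 nm, emission 520 nm; Benchmarks: control wells and blank wells on each plate.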
FXIa inh: human FXIa protease inhibitors, primary screen, biochemical, 1536-well; AID 798, 2007; actives 0.14% (n = 220,000); Coagulation factor XI (Homo sapiens), P03951; inhibition, % at 5 µM; purified FXIa, Boc-Glu-Ala-Arg-AMC fluorogenic substrate;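 active = inhibition of at least 40%; inactive = inhibition below 40%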;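 also: fluorescence of freed AMC excited at 355 nm; 0% = enzyme without compound and 100% = no enzyme blank; many of its hits are not listed in these tables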
14-3-3 Bad inh: inhibitors of 14-3-3 zeta/Bad binding, primary screen, biochemical, TR-FRET, bovine 14-3-3 zeta; TR-FRET 14-3-3zeta/Dy647-pBad peptide displacement, 1 h; actives 0.71% (n = 220,000); inhibition, % at 21.7 µM; AID 781, 2007;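 active = inhibition above about 70%, limit read from the data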;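 also: 0% = full 14-3-3 plus peptide FRET controls and 100% = background without 14-3-3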
Wee1 degr inh: Wee1 degradation inhibitors, primary screen, cell-based, HeLa, Wee1K328M-luciferase, luminescence. AID 1321, 2008. reporter increase, % at 5 µM. HeLa Luc-Wee1K328M stability; 100% = proteasome inhibitor MG132 effect. actives 1.2% (n = 220,000). Wee1-like protein kinase (Homo sapiens), P30291;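 active = activation above the mean of all tested compounds plus 3 SD, set per screening run, cut at about 8.8% in these data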;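 also: cells exposed to compound for 20 h before luminescence read; 0% = DMSO alone and 100% = MG132 at 30 µM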
eIF4E-4G inh: eIF4E–eIF4G protein interaction inhibitors, primary screen, biochemical, uHTS, TR-FRET, eIF4GI fragment; Eukaryotic translation initiation factor 4E (Mus musculus) + Eukaryotic translation …; TR-FRET eIF4E-eIF4GI(517-606) binding, 2 h; inhibition, % at 21.7 µM; actives 0.37% (n = 220,000); AID 782, 2007;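 active = inhibition above about 30%, limit read from the data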;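 also: 0% = full FRET control wells and 100% = background wells lacking eIF4GI fragment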
FXIIa inh: human FXIIa protease inhibitors, primary screen, biochemical, 1536-well. purified FXIIa, Boc-QGR-AMC fluorogenic substrate, 2 h. inhibition, % at 5 µM. actives 0.3% (n = 220,000). AID 800, 2007; in the data active = inhibition above about 40%;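 also: 0% = enzyme with no compound and 100% = blank without enzyme; many of its hits are not listed in these tables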
Mdm2 ligase inh: MDM2-luciferase reporter signal enhancers, primary screen, MDM2 E3 ligase inhibitor project, cell-based, luminescence, 1536-well | E3 ubiquitin-protein ligase Mdm2 (Homo sapiens), Q00987 | cell-based MDM2 ubiquitination luciferase reporter, 2 h; 0 = plate control, 100 = twice control, blank-subtracted | signal enhancement, % at 5 µM | actives 0.11% (n = 210,000);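 active = signal enhancement of 30% or more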;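 also: luminescence tracks abundance of the self-degrading MDM2-luciferase fusion protein; higher signal means inhibition of MDM2 E3 ligase activity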
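Material: Stable MDM2–luciferase fusion reporter cells | Amount: 2000 cells seeded into each well | Dosing: One concentration, 5 µM, with 0.2% DMSO | Incubation: 4 h cell settling then 2 h compound exposure, 37 °C | Measured by: Luciferase luminescence | Read-out basis: % enhancement relative to plate controls after blank subtraction | Benchmarks: Control and blank well means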
hK5 inh: human KLK5 protease inhibitors, primary screen, biochemical, 1536-well; actives 0.59% (n = 210,000); recombinant hK5, fluorogenic AMC substrate cleavage; inhibition, % at 5 µM;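 active = inhibition of 40% or more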;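 also: 0% = enzyme controls without compound and 100% = no-enzyme blanks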
Target sequence (Q9Y337 67-293 limits assumed): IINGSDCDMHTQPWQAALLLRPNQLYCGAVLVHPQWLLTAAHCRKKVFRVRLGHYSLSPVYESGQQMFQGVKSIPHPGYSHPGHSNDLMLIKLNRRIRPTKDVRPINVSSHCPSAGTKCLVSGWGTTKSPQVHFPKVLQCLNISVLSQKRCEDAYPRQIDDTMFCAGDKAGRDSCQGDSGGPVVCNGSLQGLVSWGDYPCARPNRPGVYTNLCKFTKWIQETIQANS
* marks the source's active call; other numbers are inactive results; · = not tested or not shown; [ ] = dose if it differs, or a comment. The order is random; about 3.5% have a hit in one of these screens.

SMILES | p97 ATPase inh | Rad51 HR inh | FXIa inh | 14-3-3 Bad inh | Wee1 degr inh | eIF4E-4G inh | FXIIa inh | Mdm2 ligase inh | hK5 inh
Cc1sc2nc(SCc3nc(-c4ccccc4)no3)n(-c3ccccc3)c(=O)c2c1C | 1.5 | 2.5 | 3.8 | 11.4[fluorescence artefact?] | -1.7 | -5.1 | 11.9 | -2.8 | -3.0
CS(=O)(=O)n1nc(-c2ccc(Cl)cc2)nc1SCc1ccccc1 | -3.4 | -3.1 | -2.2 | -5.1 | 3.6 | 3.3 | 7.5 | · | -85.3
Cc1ccc(/C=C2\SC(=S)N(c3c(C)n(C)n(-c4ccccc4)c3=O)C2=O)cc1 | 2.5 | 3.3 | 1.0 | -1.9 | 0.6 | 8.5 | 11.0 | -22.8 | -6.1
CN(C(=O)Nc1ccccc1)n1cnc2ccccc2c1=O | 0.1 | 17.3 | -0.3 | 3.5 | -1.9 | 3.3 | -0.4 | -6.5 | 7.7
Cn1c(=O)c2[nH]c(SCC(=O)c3ccc(F)cc3)nc2n(C)c1=O | 6.7 | 2.5 | 0.6 | -3.9 | 5.2 | -0.1 | 2.6 | 1.0 | -1.0
CC(=O)c1c(OCC(=O)O)ccc2c(C)cc(=O)oc12 | -4.8 | 0.7 | -4.6 | 29.5 | 1.6 | 8.7 | 1.8 | -18.0 | -14.4
COc1ccc2c(OC)c3ccoc3nc2c1OC | 0.2 | -11.0 | -4.0 | 33.5 | 1.3 | 8.7 | 2.0 | 0.1 | -1.4
S=C(NCCc1ccccn1)Nc1cccc(Cl)c1 | 4.1 | · | 7.7 | -6.8[fluorescence artefact?] | 4.6 | 2.2 | 7.4 | · | -19.7
O=C(CCCOc1ccc(Cl)cc1Cl)Nc1ccc(O)cc1C(=O)O | 3.0 | 11.8 | -3.9 | -2.9 | -3.6 | -0.2 | 2.1 | -3.9 | -5.0
CN(C)N=Nc1nc2c(c(=O)n(C)c(=O)n2C)n1CC1CO1 (stereo not drawn) | -9.0 | 7.0 | -4.2 | -3.9 | 0.9 | -2.3 | 7.9 | -6.6 | -10.5
CCOC(=O)c1[nH]c2ccc(OC)cc2c1NC(=S)N1CCN(C(=O)OCC)CC1 | 4.8 | -17.0 | -0.8 | -23.0 | -0.8 | 0.1 | 11.2 | 21.2 | 1.8
O=C(NC1CCCC1)C(NS(=O)(=O)c1ccc(Br)s1)c1ccccc1 (stereo not drawn) | 3.3 | 4.9 | 4.3 | 3.7[fluorescence artefact?] | -1.3 | -6.3 | 13.8 | -3.2 | -8.4
COC(=O)C1=C(C)Nc2c(c(=O)n(C)c(=O)n2C)C1c1cccs1 (stereo not drawn) | 3.4 | -9.2 | 1.7 | -5.6 | 0.5 | 2.5 | 14.5 | -6.4 | 0.6
O=C(NCCN1CCOCC1)C1CCC(CNS(=O)(=O)c2ccccc2)CC1 (stereo not drawn) | 2.9 | · | 23.5 | -2.5 | -2.6 | -3.3 | 26.9 | -16.8 | -9.0
CC(=O)Nc1cccc(-c2cn3ccc(C)cc3n2)c1 | 17.4* | 7.0 | 5.1 | -6.1 | 0.2 | 1.4 | 9.4 | -10.6 | 0.1
CN(C)C(CNC(=S)Nc1ccc(Cl)cc1)c1cccnc1 (stereo not drawn) | 1.9 | 6.2 | -2.9 | -16.6 | 0.3 | 0.8 | 5.7 | -3.4 | 2.5
CCn1cc(C(=O)NC(C)C23CC4CC(CC(C4)C2)C3)cn1 (stereo not drawn) | 6.7 | -4.0 | 6.8 | -16.5 | 6.7 | 3.6[fluorescence artefact?] | 8.4 | -9.9 | -24.6
COc1ccc(NC(=O)c2cc3nc(-c4ccccc4)cc(-c4ccccc4)n3n2)c(OC)c1 | 0.7 | 4.6 | -21.9 | 2.4[fluorescence artefact?] | 1.0 | 2.3 | 13.1 | -11.2 | -25.6
O=C(Cn1nnc(-c2cc(Cl)ccc2-n2cnnn2)n1)N1CCCc2ccccc21 | -6.2 | 1.6 | 4.7 | -0.1 | -2.1 | 1.1 | 18.9 | -9.3 | -6.3
O=C(CSc1nc2ccccc2c(=O)n1CCCN1CCOCC1)NC12CC3CC(CC(C3)C1)C2 | -5.5 | 13.2 | 0.3 | -14.3 | 1.3 | -1.3 | 8.4 | -2.5 | 2.6

Part of the list above in another layout.
smiles	p97 ATPase inh	Rad51 HR inh	FXIa inh	14-3-3 Bad inh	Wee1 degr inh	eIF4E-4G inh	FXIIa inh	Mdm2 ligase inh	hK5 inh
CC(=O)Nc1cccc(-c2cn3ccc(C)cc3n2)c1	17.4*	7.0	5.1	-6.1	0.2	1.4	9.4	-10.6	0.1
COc1ccc(NC(=O)c2cc3nc(-c4ccccc4)cc(-c4ccccc4)n3n2)c(OC)c1	0.7	4.6	-21.9	2.4[fluorescence artefact?]	1.0	2.3	13.1	-11.2	-25.6
COC(=O)C1=C(C)Nc2c(c(=O)n(C)c(=O)n2C)C1c1cccs1 (stereo not drawn)	3.4	-9.2	1.7	-5.6	0.5	2.5	14.5	-6.4	0.6
O=C(Cn1nnc(-c2cc(Cl)ccc2-n2cnnn2)n1)N1CCCc2ccccc21	-6.2	1.6	4.7	-0.1	-2.1	1.1	18.9	-9.3	-6.3
O=C(NC1CCCC1)C(NS(=O)(=O)c1ccc(Br)s1)c1ccccc1 (stereo not drawn)	3.3	4.9	4.3	3.7[fluorescence artefact?]	-1.3	-6.3	13.8	-3.2	-8.4

(further entries)
SMILES | p97 ATPase inh | Rad51 HR inh | FXIa inh | 14-3-3 Bad inh | Wee1 degr inh | eIF4E-4G inh | FXIIa inh | Mdm2 ligase inh | hK5 inh
COc1ccc(CN(CC2CCC(C(=O)O)CC2)C(=S)Nc2ccc(C)c(Cl)c2)cc1 (stereo not drawn) | 0.4 | -9.8 | -2.5 | -16.3 | -1.6 | -3.5 | 3.0 | -6.2 | -6.4
C=CCn1c(C)cc(C(=O)COC(=O)CNC(=O)c2ccccc2)c1C | -4.7 | · | 18.0 | -8.6 | -2.4 | 0.0 | 14.6 | -89.3 | 31.4
CC1(C)CC(=O)C2=C(C1)N=C1SCCC(=O)N1C2c1ccccc1 (stereo not drawn) | -2.6 | -1.3 | 0.0 | -4.8 | -1.2 | 2.9 | 15.5 | -14.1 | -15.0
O=C(NNc1c(Cl)cccc1Cl)c1ccno1 | 2.2 | 1.5 | -1.0 | -6.6 | 0.3 | -6.3 | 3.2 | 0.9 | -1.7
Cc1c(Cl)cccc1NC(=O)CN1CCN(CCN=CC2=C(O)CC(c3ccccc3)CC2=O)CC1 (stereo not drawn) | 4.5 | 10.6 | 2.6 | -23.0 | 4.5 | 0.1 | 7.4 | 0.8 | -3.4
CCOC(=O)N1C=CC(C)=C[C@@H]2[C@@H](N3C(=O)c4ccccc4C3=O)C(=O)N21 | 1.6 | 6.0 | 1.7 | -1.7[fluorescence artefact?] | -2.9 | 16.1[fluorescence artefact?] | 6.1 | 3.3 | -10.1
COc1ccc(N2C(=O)CC(C3CCCO3)C2=O)cc1 (stereo not drawn) | 6.0 | 20.8 | -2.0 | -9.0 | -0.5 | -2.6 | 5.1 | 1.2 | -1.1
O=C1NC(=S)N/C1=C\c1cccnc1 | -1.3 | -3.5 | 1.5 | 3.5 | -1.9 | 2.8 | 11.8 | -21.0 | 2.6
Cc1cccc(NC(=O)C2CCN(c3nc(C)cc(C)n3)CC2)c1 | 2.3 | -0.7 | 16.3 | -8.5 | -1.2 | -9.1 | 18.1 | -9.2 | 14.9
Cc1ccc(NC(=O)/C(C#N)=C/c2cc(C)n(-c3ccc(N4CCOCC4)c([N+](=O)[O-])c3)c2C)c(C)c1 | 1.5 | 1.1 | -1.8 | -6.2 | -3.7 | -1.6 | 12.6 | -17.7 | 17.7
CCCn1ncc(OC)c(Cl)c1=O | 2.8 | -1.9 | -4.7 | 2.5 | -1.2 | 12.2[fluorescence artefact?] | 12.4 | -13.1 | -5.3
CC(N)c1ccc(Cl)cc1Cl (stereo not drawn) | -0.6 | 4.6 | 5.1 | -4.0 | 1.5 | 4.7 | 4.6 | -13.4 | -3.8
Cc1ccc(N=Cc2cc(Cc3ccccc3Cl)cc([N+](=O)[O-])c2O)c(O)c1 | 4.0 | -102.8 | -8.6 | 37.2 | 0.0 | 10.4 | 3.4 | -18.1 | -5.1
CN(C)C(=O)c1nc2ccc(Cl)cn2c1CN1CCCC(OCc2ccccc2)C1 (stereo not drawn) | -1.3 | · | 2.0 | -1.1 | 1.3 | 1.9 | 11.9 | -21.5 | 25.7
CCN(C(=O)CSc1nnc(Nc2cccc(C)c2C)s1)C1CCS(=O)(=O)C1 (stereo not drawn) | -2.9 | 7.1 | 3.9 | 3.0 | 2.0 | 3.0 | -2.0 | -4.5 | -2.5
Nc1c2c(nc3ccc(Br)cc13)N(Cc1ccccc1)CC2 | -1.4 | · | 4.3 | 6.8 | -1.3 | 1.1 | 7.8 | -11.2 | -0.4
CC(=O)c1ccc(N2CCN(C(=O)c3cc(-c4ccc5c(c4)OCO5)nc4ccccc34)CC2)cc1 | 9.3 | 2.6 | -5.9 | -0.3 | 0.6 | -10.4 | -6.8 | -13.9 | 81.5*
CCCCOC(=O)Cc1c(O)c2ccccc2[nH]c1=O | 1.7 | · | 17.7 | -7.9 | -0.7 | 8.1 | 20.0 | -20.8 | 2.5
NC(=O)c1ccccc1NC(=O)Nc1ccc(F)c(Cl)c1 | 0.2 | 1.2 | 6.5 | -0.1 | -2.8 | -0.1 | 9.3 | -13.1 | 0.0
Cc1ccc(CSc2nnc(C)c(=O)n2N)cc1 | -1.6 | 8.2 | 8.8 | -2.9 | -2.4 | 1.8 | 5.3 | -8.7 | -4.8
Nc1cc[n+](CC(=O)c2ccc3c(c2)OCCO3)cc1 | 2.6 | 5.6 | 17.8 | 11.9[fluorescence artefact?] | 0.6 | -1.1 | 22.2 | -30.7 | -20.5
COc1ccc(NC(=O)c2cc3c(=O)n4ccccc4nc3n2C)c(OC)c1 | 1.3 | 13.7 | -3.2 | -7.6 | 0.4 | 2.5 | 2.4 | -7.7 | -21.4
O=C(CSc1nc2c(c(=O)n1-c1ccccc1)SCC2)N1CCOCC1 | -1.8 | 3.9 | 4.1 | 7.2 | -2.9 | 0.2 | 18.3 | -15.9 | -2.7
O=C(C[n+]1ccc(/C=N/O)cc1)NCc1ccccc1 | 5.4 | 4.2 | 2.6 | 4.3 | 1.4 | -3.0 | 10.0 | -19.8 | 3.9
NS(=O)(=O)c1cccc(-n2cnnn2)c1 | -1.3 | · | -3.0 | -6.5 | -3.5 | -4.0 | -0.6 | -1.4 | -1.1
